Assay outcomes (PubChem)
TAAR1 antagonist: human TAAR1 antagonists, primary screen, Fluo-8 calcium fluorescence, CHO RD-HGA16 cells; actives 1.5% (n = 360,000); antagonist; inhibition, % at 3 µM; Trace amine-associated receptor 1 (Homo sapiens), Q96RJ0;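 active = inhibition above a per-plate cutoff, the mean inhibition of test compounds on that plate plus 3 SD, cut at about 49% in these data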;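 also: 0% = DMSO plus EC80 beta-PEA response and 100% = DMSO alone without agonist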
Target sequence (Q96RJ0 whole entry, looked up): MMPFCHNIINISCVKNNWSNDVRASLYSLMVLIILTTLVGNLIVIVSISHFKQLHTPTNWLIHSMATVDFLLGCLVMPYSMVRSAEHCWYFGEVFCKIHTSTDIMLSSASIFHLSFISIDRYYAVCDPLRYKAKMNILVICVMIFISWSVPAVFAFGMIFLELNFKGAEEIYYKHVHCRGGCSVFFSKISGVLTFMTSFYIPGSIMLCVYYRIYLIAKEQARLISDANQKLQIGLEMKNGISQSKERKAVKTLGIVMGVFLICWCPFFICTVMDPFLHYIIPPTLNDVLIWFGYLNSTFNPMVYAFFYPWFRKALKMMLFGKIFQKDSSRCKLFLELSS
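Material: CHO RD-HGA16 cells bearing hTAAR1; compound dosing: one-point dosing, 3 µM nominal final; schedule: dye loading 75 min at 37 °C, then 30 min room temperature; measured by: calcium fluorescence with Fluo-8; control set: vehicle and agonist controls; replication: n of 1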
CHO-K1 Ca antag: nonselective inhibitor or artifact in parental CHO-K1 cells | ATP-induced calcium, Fluo-8 fluorescence | inhibition, % at 3 µM | actives 0.6% (n = 360,000) | AID 602250;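 active = inhibition above a per-plate cutoff, the plate's mean sample inhibition plus 3 SD, cut at about 24% in these data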;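 also: 0% = DMSO plus EC80 ATP and 100% = DMSO alone without ATP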
M1 ag: human M1 muscarinic receptor agonists, primary screen, Fluo-8 calcium fluorescence, CHO-K1 cells, HTS; Muscarinic acetylcholine receptor M1 (Homo sapiens), P11229; CHO-K1 hM1, agonist mode; 0% DMSO, 100% acetylcholine EC100; activation, % at 3 µM; actives 0.33% (n = 360,000); AID 588814, 2011;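 active = activation above the run's mean compound activation plus 3 SD, cut at about 16% in these data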;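 also: peak over basal fluorescence ratio within a 140 s kinetic read after compound addition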
OXTR potentiate: human OXTR potentiators, primary screen, fluorescence, CHO-OTR cells, Fluo-8 calcium; Oxytocin receptor (Homo sapiens), P30559; Fluo-8 calcium fluorescence, potentiator mode; 0% = oxytocin EC15, 100% = EC100; activation, % at 3 µM; actives 0.061% (n = 320,000); AID 2445, 2010;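 active = activation above that plate's cutoff, the mean activation of tested compounds plus 3 SD, cut at about 6.6% in these data, passing the limit was not always enough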;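 also: 100% uses oxytocin at 75 nM as the full agonist control; some results filed as inactive read as strong as hits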
Target sequence (P30559 whole entry, looked up): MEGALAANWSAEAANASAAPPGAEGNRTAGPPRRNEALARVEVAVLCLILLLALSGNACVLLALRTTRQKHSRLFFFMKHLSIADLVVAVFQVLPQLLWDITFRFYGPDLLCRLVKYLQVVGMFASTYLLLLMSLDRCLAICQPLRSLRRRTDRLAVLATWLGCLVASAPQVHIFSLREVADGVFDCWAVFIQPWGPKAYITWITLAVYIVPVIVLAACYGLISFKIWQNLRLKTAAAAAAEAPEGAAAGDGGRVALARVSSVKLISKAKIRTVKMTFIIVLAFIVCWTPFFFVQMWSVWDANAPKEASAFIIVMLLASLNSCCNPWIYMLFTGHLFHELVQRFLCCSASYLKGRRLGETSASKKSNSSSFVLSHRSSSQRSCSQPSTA
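System: human OTR in CHO cells / Also added: sub-maximal oxytocin, roughly EC15 / Control set: EC15 oxytocin low, 75 nM oxytocin high / Schedule: 6 min compound pre-incubation at room temperature, 100 s kinetic read / Compound: single-point 3.0 µM / Replication: singlicate / Technique: Fluo-8 calcium dye fluorescence / Read-out basis: % activation of max/min ratio relative to oxytocin controls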
CHRM1 antagonist: human M1 muscarinic receptor antagonists, primary screen, CHO-K1 cells, Fluo-8 calcium fluorescence, 1536-well. CHO-K1 hM1, ACh EC80 antagonist. inhibition, % at 3 µM. actives 1.3% (n = 360,000). Muscarinic acetylcholine receptor M1 (Homo sapiens), P11229. AID 588852, 2011;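 active = percent inhibition above its own plate's cutoff, namely the mean of that plate's compound wells plus 3 SD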;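 also: peak over basal fluorescence ratio during 140 s after agonist addition; 0% = ACh EC80 plus DMSO and 100% = DMSO alone without agonist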
CHO parental Ca: ATP-evoked calcium signal inhibitors, parental CHO, primary screen, counter-screen for OX1R antagonist project, cell-based, fluorescence, Fluo-8 calcium dye; parental CHO-K1, ATP-induced calcium, Fluo-8 fluorescence; AID 463079, 2010; inhibition, % at 5.6 µM; actives 0.63% (n = 330,000);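 active = inhibition above that plate's mean sample inhibition plus 3 SD, cut at about 26% in these data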;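 also: 0% = ATP-challenged DMSO wells and 100% = DMSO wells without ATP; some compounds past the cut are filed as inactive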
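Test system: parental CHO cells; detection: calcium-sensitive Fluo-8 fluorescence; evaluation: percent inhibition of calcium signal; also added: ATP as calcium-mobilizing challenge; repeats: one well per compound; control set: ATP-challenged DMSO wells low, unchallenged DMSO wells high; compound: single nominal dose of 5.6 µM per compound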
TAAR1 agonist: human TAAR1 agonists, primary screen, Fluo-8 calcium fluorescence, CHO RD-HGA16 cells. Trace amine-associated receptor 1 (Homo sapiens), Q96RJ0. vehicle wells 0%, saturating PEA agonist 100%. activation, % at 3 µM. actives 0.99% (n = 360,000). AID 624467, 2012;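 active = activation above the mean activation of all test compounds in the run plus 3 SD, cut at about 38% in these data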
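Test system: RD-HGA16 (CHO) cells co-expressing Gα16 and hTAAR1 / Benchmarks: DMSO vehicle as 0%, PEA at EC100 as 100% / Repeats: no replicates (n 1) / Measure: % activation from peak over basal fluorescence ratio, DMSO-to-PEA scaled / Timing: 17-24 h plating, Fluo-8 75 min 37 °C, 30 min RT / Technique: kinetic Fluo-8 calcium fluorescence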
CHO-K1 Ca ag: counter-screen for M1 agonists: effect in parental CHO-K1 cells. activation, % at 3 µM. Fluo-8 calcium fluorescence; scaled to maximal ATP response, vehicle zero. actives 0.48% (n = 360,000). AID 602248, 2012; in the data active = activation above about 15%;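 also: untransfected CHO-K1 host cells lacking M1 receptor as counterscreen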
M1 PAM parental: nonselective calcium activators in parental CHO-K1 cells, primary screen, counter-screen for M1 PAM project, cell-based, Fluo-8 calcium fluorescence, full deck, 1536-well. ATP EC20; 0% at ATP EC20, 100% at ATP max. AID 602247, 2012. actives 0.02% (n = 360,000). activation, % at 3 µM;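 active = activation above the run cutoff, the mean activation of all test compounds plus 3 SD, cut at about 40% in these data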;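 also: peak over basal fluorescence ratio in a 140 s read after ATP addition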
Active calls of the source: *; · = no result given.

SMILES | TAAR1 antagonist | CHO-K1 Ca antag | M1 ag | OXTR potentiate | CHRM1 antagonist | CHO parental Ca | TAAR1 agonist | CHO-K1 Ca ag | M1 PAM parental
COc1ccc(-c2cc(C)no2)cc1S(=O)(=O)N1CCOc2ccc(Cl)cc21 | -8 | -7 | -3 | -6 | -1 | -5 | -1 | 1.0 | 17
COc1ccc(N2C(=O)CC(Sc3nnc(-c4ccccc4)o3)C2=O)cc1 (configuration not stated) | 16 | -3 | -5 | -12 | -4 | -10 | 1 | 1.7 | 18
CCOC(=O)Oc1ccc2c(=O)c(Oc3cc(C)cc(C)c3)coc2c1 | 11 | -16 | -7 | -5 | -4 | -6 | 11 | 3.9 | 19
Cc1ccc(S(=O)(=O)N2CCOCC2)cc1C(=O)NCCCn1ccnc1 | -19 | -5 | -2 | -8 | -19 | -3 | 6 | 0.0 | -4
CCOC(=O)c1c(NC(=O)c2ccccc2)sc2c1CCc1ccccc1-2 | 4 | -16 | -7 | -2 | -6 | -7 | 1 | 1.4 | 30
Cc1ccnc(SC2CC(=O)N(c3ccc(Br)cc3)C2=O)n1 (configuration not stated) | 7 | 0 | -3 | · | 2 | · | 4 | 0.8 | 5
COc1ccc(CCNC(=O)c2cc(S(=O)(=O)N3CCOCC3)cn2C)cc1OC | 2 | -4 | 2 | -5 | -22 | 2 | 0 | 0.3 | 14
CSCCC(NC(=O)COc1ccccc1)C(=O)N1CCN(c2ccccc2Cl)CC1 (configuration not stated) | 15 | 5 | -6 | -11 | -3 | -26 | -1 | 2.1 | 4
Cc1ccc(/C=N/NC(=O)Cc2ccc(Cl)cc2)c(O)c1 | 8 | 10 | -5 | · | -9 | · | 1 | 2.4 | -17
Cc1cc(-n2c(C)cc(C(=O)COc3ccccc3[N+](=O)[O-])c2C)no1 | -17 | -15 | -15 | -13 | -2 | -17 | 0 | 1.7 | 11
CN(C)S(=O)(=O)Nc1ccc(Cc2ccncc2)cc1 | 2 | 1 | -3 | · | 9 | · | 1 | 0.9 | -10
Cc1ccc(C(=O)NCc2ccccc2)c(F)c1F | -10 | 4 | -5 | 5 | -9 | -18 | 20 | -0.2 | -10

Some of the entries so far, with tabs.
SMILES	TAAR1 antagonist	CHO-K1 Ca antag	M1 ag	OXTR potentiate	CHRM1 antagonist	CHO parental Ca	TAAR1 agonist	CHO-K1 Ca ag	M1 PAM parental
Cc1ccnc(SC2CC(=O)N(c3ccc(Br)cc3)C2=O)n1 (configuration not stated)	7	0	-3	·	2	·	4	0.8	5
COc1ccc(CCNC(=O)c2cc(S(=O)(=O)N3CCOCC3)cn2C)cc1OC	2	-4	2	-5	-22	2	0	0.3	14
CSCCC(NC(=O)COc1ccccc1)C(=O)N1CCN(c2ccccc2Cl)CC1 (configuration not stated)	15	5	-6	-11	-3	-26	-1	2.1	4
Cc1ccc(/C=N/NC(=O)Cc2ccc(Cl)cc2)c(O)c1	8	10	-5	·	-9	·	1	2.4	-17
Cc1cc(-n2c(C)cc(C(=O)COc3ccccc3[N+](=O)[O-])c2C)no1	-17	-15	-15	-13	-2	-17	0	1.7	11

Next compounds:
SMILES | TAAR1 antagonist | CHO-K1 Ca antag | M1 ag | OXTR potentiate | CHRM1 antagonist | CHO parental Ca | TAAR1 agonist | CHO-K1 Ca ag | M1 PAM parental
COc1ccc(S(=O)(=O)NC(CC(=O)NCc2ccccc2OC)c2ccco2)cc1 (configuration not stated) | -14 | -9 | -3 | -8 | -9 | -5 | 10 | 1.1 | 14
Cc1cc(=O)oc2cc(OCC(=O)OCC(=O)Nc3ccc(C(C)C)cc3)ccc12 | 1 | 22 | -4 | 1 | 15 | -10 | 0 | 0.2 | 8
CN(C(=O)CSc1nc2ccccc2s1)c1c(N)n(Cc2ccccc2)c(=O)[nH]c1=O | -9 | -4 | -2 | -1 | -4 | -18 | 16 | -0.3 | 2
O=C(CSc1ccc2nnc(-c3ccccn3)n2n1)Nc1ccc(F)cc1F | -31 | -6 | 0 | -5 | -11 | -9 | 2 | 0.6 | 6
CCOC(=O)c1cc(-c2ccccc2)n(CC(=O)NC(C)(C)C)c1C | -2 | -6 | -4 | 7 | -6 | -10 | 4 | 1.2 | 20
C=CC1=C2C=C(C3CC3)N(CCCN(CC)CC)C=C2C(=O)C(C)(OC(=O)c2ccco2)C1=O (configuration not stated) | 16 | -7 | -11 | 7 | 10 | -8 | 14 | 0.8 | 7
CCCC1(c2ccccc2)NC(=O)N(CC(=O)Nc2cc(C)ccc2OC)C1=O (configuration not stated) | -6 | -17 | 12 | -12 | -8 | -12 | 26 | 12 | 27
Cc1ccc(Cl)cc1NC(=S)N(CCCN1CCOCC1)Cc1ccccn1 | -17 | -6 | -9 | -8 | 11 | -6 | 3 | 0.4 | 13
CC(NC(=O)c1ccco1)C(c1cccs1)N1CCN(c2ccccc2F)CC1 (configuration not stated) | 7 | 6 | -7 | -2 | 9 | 0 | 10 | 1.1 | -2
Cc1cccc(N2CCN(Cc3cn(C)nc3-c3ccccc3F)CC2)n1 | 14 | -7 | -9 | -4 | 10 | -18 | 7 | 0.9 | 21
Cc1nc(Cc2nnc(SC(C)C(=O)Nc3cccc(C#N)c3)o2)cs1 (configuration not stated) | · | -1 | -1 | 2 | -20 | 5 | · | 2.5 | 15
COCCOC(=O)C1=C(C)NC2=C(C(=O)CCC2)C1c1ccc2c(c1)OCO2 (configuration not stated) | -5 | -10 | -3 | 1 | 4 | -10 | 2 | 0.3 | 7
CC1=C(C(=O)OC2CCCCC2)C(c2cccnc2)n2ncnc2N1 (configuration not stated) | -12 | -8 | -4 | -8 | 3 | 1 | 9 | 1.0 | 12
O=S(=O)(Nc1ccc2cn[nH]c2c1)c1ccc(C(F)(F)F)cc1 | 3 | -6 | 1 | -9 | -2 | -16 | 4 | 1.0 | -2
Cc1cccc2nc(Cn3c(=O)n(CCC(=O)NCc4ccco4)c(=O)c4sccc43)cc(=O)n12 | 20 | -3 | -2 | -3 | -11 | -14 | 7 | 0.4 | -8
COc1ccc(Cl)cc1N(CC(=O)N1CCCCC1)S(C)(=O)=O | 3 | 4 | -12 | -5 | 2 | -16 | 8 | 0.1 | 0
COc1ccc(-c2nnc(-c3ccc(OCC(C)C)cc3)o2)cc1 | 9 | -13 | -3 | -14 | -9 | -8 | 0 | 0.3 | 4
CCN(CCO)c1ccc(-n2c(N)c(C(=O)OC)c3nc4ccccc4nc32)cc1 | 35 | 4 | -2 | -10 | 0 | -11 | 11 | 3.5 | 4
CCOC(=O)c1c(C)[nH]c(C(=O)OCc2c(C)noc2C)c1C | -2 | -8 | -1 | -12 | -35 | -19 | 12 | 2.9 | 20
O=C(O/N=C(/c1ccccc1)c1ccncc1)c1cccc(F)c1 | -4 | 6 | 1 | -2 | -3 | -12 | 4 | 0.2 | -15
CN(CC(=O)NCc1ccco1)CC(=O)Nc1c(Cl)cccc1Cl | -5 | -29 | -4 | -5 | 4 | -7 | 1 | 0.3 | 27
COc1ccc(C2(CNC(=O)c3ccc(OCC(C)C)cc3)CCOCC2)cc1 | -30 | 1 | -8 | -1 | -10 | -23 | -1 | -0.4 | -8
Cc1cc(Cl)ccc1OC(C)C(=O)NN=C1CCCCCC1 (configuration not stated) | -7 | -18 | 1 | -7 | -6 | -15 | 2 | -0.1 | -2
Cn1cc(C(=O)C(F)(F)F)c2ccccc21 | -6 | -7 | -4 | -4 | 4 | -3 | -3 | 0.1 | 15
COc1ccc(OC(C)C(=O)N2CCCc3ccccc32)cc1 (configuration not stated) | -10 | -9 | -12 | -11 | -2 | -4 | 1 | 0.2 | 12
COCC(=O)N(Cc1cc2ccc(C)cc2[nH]c1=O)c1ccc(C)cc1C | -18 | -4 | -1 | -17 | -17 | -8 | 3 | 0.4 | 0
Cc1ccc(C(=O)Nc2ccc(OCc3ccccc3)cc2)cc1[N+](=O)[O-] | 23 | -6 | -2 | -6 | 4 | -7 | 3 | 3.6 | 16
COCCN(Cc1cc2ccccc2[nH]c1=O)C(=O)c1ccccc1OC | 2 | -19 | -4 | -8 | -12 | -1 | 2 | 0.6 | 14
O=C(c1ccccc1)c1cc[n+]([O-])cc1 | 11 | -1 | -2 | -1 | -7 | -3 | 15 | 0.8 | 9
Cc1cc(C)cc(N(CC(=O)NC2CCCC2)C(=O)CNC(=O)c2cccs2)c1 | -2 | -16 | -1 | -1 | -17 | -23 | 6 | 2.7 | 15
Cc1nn(-c2ccccc2)c2sc(C(=O)NCCN3CCOCC3)cc12 | -4 | -1 | -5 | -17 | 13 | -12 | 1 | -0.1 | 4
CC(=C/c1ccccc1)/C=N/NC(=O)c1ccc2nc[nH]c2c1 | -10 | -3 | -4 | -8 | 1 | -3 | 8 | 2.1 | 8
O=C(Nc1ccccc1Cl)c1cc(C2CCCN(C(=O)CCc3ccccc3)C2)on1 (configuration not stated) | -32 | 10 | -5 | · | -16 | · | 1 | 0.5 | -9
Cc1ccc(S(=O)(=O)N2CCCCC2C(=O)N2CCN(C)CC2)cc1 (configuration not stated) | -17 | -8 | -2 | -16 | -27 | -11 | -1 | 0.3 | 15
CCN(CC)CCN(C(=O)CCS(=O)(=O)c1ccccc1)c1nc2cc(C)cc(C)c2s1 | -11 | -7 | -6 | -1 | -1 | -15 | 10 | 1.1 | 5
COC(=O)c1cc(C(=O)OCC(=O)Nc2cc(C)on2)cc([N+](=O)[O-])c1 | 2 | -7 | -3 | -5 | -5 | 4 | -1 | 0.2 | 11
CCCCN(Cc1cc2cc(OC)ccc2[nH]c1=O)C(=O)c1ccccn1 | 0 | -10 | -4 | 2 | 5 | -9 | 4 | 1.0 | 14
CCOC(=O)c1ccc(NC(=O)CCNS(=O)(=O)c2cc(Br)cnc2N)cc1 | -16 | -15 | -3 | -8 | -8 | 2 | 5 | 2.4 | 17
